Screens from PubChem BioAssay.
MITF inh = human MITF inhibition, primary screen | 650,000 tested, 0.91% active | AlphaScreen MITF homodimerization, bead proximity signal | O75030 | inhibition, % at 2.6 µM | AID 1259374; in the data active = inhibition above about 50%;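 also: 0% = vehicle wells with protein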
Target sequence (O75030 whole entry, looked up): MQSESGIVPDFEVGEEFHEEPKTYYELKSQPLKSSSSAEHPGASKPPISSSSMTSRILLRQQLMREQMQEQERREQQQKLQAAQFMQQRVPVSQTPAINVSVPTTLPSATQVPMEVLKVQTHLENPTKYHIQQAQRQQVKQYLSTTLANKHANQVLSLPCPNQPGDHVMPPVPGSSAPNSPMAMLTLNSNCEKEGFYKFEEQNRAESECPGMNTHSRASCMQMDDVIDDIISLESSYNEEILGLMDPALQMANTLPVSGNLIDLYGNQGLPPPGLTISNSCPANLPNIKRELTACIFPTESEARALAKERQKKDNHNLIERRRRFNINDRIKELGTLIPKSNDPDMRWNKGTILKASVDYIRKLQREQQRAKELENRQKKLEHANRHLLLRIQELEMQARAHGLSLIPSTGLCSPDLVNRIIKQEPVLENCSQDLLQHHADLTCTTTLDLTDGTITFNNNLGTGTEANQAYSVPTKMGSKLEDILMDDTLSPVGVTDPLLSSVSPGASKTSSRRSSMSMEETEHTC
TEAD-YAP block = TEAD-YAP interaction inhibition; inhibition, % at 9.12 µM; 640,000 tested, 1.4% active; AID 1259422; HEK-TIYL cells, TEAD-Gal4/YAP UAS-luciferase luminescence; in the data active = inhibition above about 32%;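 also: 0% = median of test compound wells and 100% = reference inhibitor wells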
GPR151 activ = activates the human receptor GPR151 | PathHunter beta-arrestin GPR151 cells, luminescence | 650,000 tested, 1% active | Q8TDV0 | activation, % at 11.2 µM; in the data active = activation above about 4.9%;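 also: 0% = median of compound wells and 100% = cells with positive control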
Target sequence (Q8TDV0 whole entry, looked up): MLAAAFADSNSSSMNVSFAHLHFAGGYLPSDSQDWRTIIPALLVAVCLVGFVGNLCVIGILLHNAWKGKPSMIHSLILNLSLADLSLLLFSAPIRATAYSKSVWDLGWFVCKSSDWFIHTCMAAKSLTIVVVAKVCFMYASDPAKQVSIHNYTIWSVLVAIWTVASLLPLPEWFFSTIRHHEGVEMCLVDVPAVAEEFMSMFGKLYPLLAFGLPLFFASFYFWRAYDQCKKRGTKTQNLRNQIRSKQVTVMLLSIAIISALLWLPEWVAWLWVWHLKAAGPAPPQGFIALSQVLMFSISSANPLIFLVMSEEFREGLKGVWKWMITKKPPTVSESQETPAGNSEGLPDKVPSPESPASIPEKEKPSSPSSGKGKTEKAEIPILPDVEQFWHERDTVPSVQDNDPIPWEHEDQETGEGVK
FBW7 act = human FBW7 E3 ligase activation, primary screen; Q969H0; AlphaScreen FBW7–phospho-cyclin E peptide binding, activator screen; normalized activity (activation), % at 26.1 µM; 650,000 tested, 0.13% active; in the data active = normalized activity above about 1.9%;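 also: purified mutant Fbw7 with reduced substrate affinity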
Numbers without * were called inactive; / = no result given; & = joins results of further samples; ! = not active in a repeat.

SMILES	MITF inh	TEAD-YAP block	GPR151 activ	FBW7 act
CCc1ccc(NC(=O)C(CC)Sc2nc3ccsc3c(=O)n2CC(=O)O)cc1 (stereo unspecified)	6	-3	0.6	0.5
COc1ccccc1-c1noc(-c2ccccc2C(=O)Nc2cccc([N+](=O)[O-])c2)n1	-6	-1	1.9	-0.1
O=C(CSc1nc2ccccc2c2nc(CCc3c[nH]c4ccccc34)nn12)c1ccc(F)cc1	0	-22	1.1	0.3
Cc1cc(NC(=O)CCOc2ccccc2)n(-c2nc3ccccc3s2)n1	7	-1	0.2	0.1
COc1cc2c(C(=O)N3CCN(c4ccccc4)CC3)cn(CC(C)C)c(=O)c2cc1OC	6	11	-0.7	-0.1
COc1ccc(CCNC(=O)c2csc(-c3ccc(OC)cc3)n2)cc1	4	10	-1.6	0.2
c1ccc(CNc2nc(Nc3ccc(-n4ccnc4)cc3)nc3nc[nH]c23)cc1	12	-6	1.4	0.0
Cc1ccc(OCC(=O)Nc2ccc(S(=O)(=O)Nc3cc(C)on3)cc2)c(C)c1	7	1	-0.6	-0.1
CCC(C)NC(=O)c1ccc2c(c1)nc(C)n2-c1ccc(Br)cc1 (stereo unspecified)	-2	-4	0.2	-0.1
Cc1nc([N+](=O)[O-])c(SCC(N)=O)n1Cc1ccccc1	-1	8	0.4	0.0
CCN(CCCNC(=O)Cn1c2ccccc2c2nc(=O)cc(C)n21)Cc1ccccc1	-11	-5	0.8	0.0
CCOc1ccccc1CN1CCc2nnc(CNC(=O)C3CCCN(C)C3)n2CC1 (stereo unspecified)	3	-2	0.4	0.0
N/C(=N\NC(=O)c1ccccc1)c1cc2cc(Cl)ccc2oc1=O	0	-35	-2.5	0.1
O=C(Cc1cccs1)N1CCC(N2CCC(C(=O)N3CCOCC3)CC2)CC1	6	-8	-0.8	0.0
CN(Cc1cn2c3ccccc3n(C)c2n1)C12CC3CC(CC(C3)C1)C2	15	22	0.8	0.2
O=C(COC(=O)Cn1c(C(F)(F)F)nc2ccccc21)NCCN1C(=O)CSC1=O	5	2	1.9	0.1
Cc1ccccc1Nc1cc(N2CCCC2)c2nonc2c1[N+](=O)[O-]	15	8	1.3	-0.1
COc1cccc(C2CC(c3cccc(Br)c3)Nc3ncnn32)c1OC (stereo unspecified)	-9	2	0.0	0.1
CCCc1[nH]nc2c1C(CCC)C(C#N)=C(N)O2 (stereo unspecified)	4	3	0.8	0.1
Cc1ccc(-n2cc(-c3ccccc3)c3c(N4CCN(c5ccc([N+](=O)[O-])cc5)CC4)ncnc32)cc1	12	3	-2.0	0.2
c1ccc(-c2nc3ncnc(NCc4cccnc4)c3[nH]2)cc1	2	2	0.7	0.0
O=C1C[C@@H](O)C(O)[C@@H]2[C@@H]3C(=O)N(Cc4ccccc4)C(=O)[C@@H]3CC[C@H]12 (stereo partly specified)	-3	/	-0.5	-0.1
CC(=O)N1c2ccc([N+](=O)[O-])cc2C(C)(c2ccc(N(C)C)cc2)CC1(C)C (stereo unspecified)	11	-4	0.5	-0.2
CC(C)c1ccc(OCC(=O)Nc2ccc3oc(=O)ccc3c2)cc1	2	9	-0.3	-0.1
CC1CCC2(CC1)NC(=O)c1ccccc1O2 (stereo unspecified)	-20	-6	-0.2	0.0
Other structures follow:
SMILES	MITF inh	TEAD-YAP block	GPR151 activ	FBW7 act
O=C(NCC1CCOCC1)c1ccc(OC2CCN(Cc3ccccn3)CC2)cc1	8	1	0.1	-0.1
O=C(CCS(=O)(=O)Cc1ccc(Cl)cc1)NCc1ccc(F)cc1Cl	5	-11	-1.1	0.1
Nn1c(SCc2ccc(C(=O)O)cc2)nnc1-c1ccccc1	15	4	-0.1	0.5
O=C(c1ccoc1)N1CCOc2ccc(C(O)C3CCCCC3)cc2C1 (stereo unspecified)	1	-3	0.2	0.0
CC1=C(C(=O)Nc2ccccn2)C(c2ccc(Cl)c([N+](=O)[O-])c2)C2=C(CC(C)(C)CC2=O)N1 (stereo unspecified)	-1	-1	0.6	0.0
O=C(NCCN1CCOCC1)C(=O)NCC(c1ccco1)S(=O)(=O)c1ccccc1 (stereo unspecified)	8	1	-0.3	0.0
CC(C)(C)c1nnc(NC(=O)Cc2ccc(Br)cc2)s1	-1	1	-0.2	0.5
CCS(=O)(=O)N1CCN(c2ncnc3sc(C)c(C)c23)CC1	11	9	0.2	-0.2
CCN(CC)CCNC(=O)c1ccc(Cn2c(=S)[nH]c3ccc(Br)cc3c2=O)cc1	9	-7	-3.0	0.1
Cn1ccnc1C(NC(=O)c1nccc2ccccc12)c1ccc(F)c(F)c1 (stereo unspecified)	0	6	0.9	-0.2
COc1ccc(C(=O)COc2ccc([N+](=O)[O-])cc2)cc1Br	11	18	0.0	1.0
CCCn1nc(C(=O)O)c2ccccc2c1=O	6	-6	1.2	0.0
O=C(Nc1cccc(N2C(=O)c3ccccc3C2=O)c1)c1cccs1	9	-2	-1.5	1.2
O=C(N1CCOCC1)N1c2ccccc2Sc2ccccc21	8	2	0.0	0.5
CCCCNC(=O)NS(=O)(=O)c1ccc(C)cc1	15&18&-1&4	0&-2	6.1*!	0.3&-0.1&-0.1&0.0
CC(C)c1ccc(NC(=O)CSc2nc3ccc(NC(=O)CSc4nnc(-c5ccccc5)n4-c4ccccc4)cc3s2)cc1	-2	24	0.0	-0.1
O=[N+]([O-])c1ccc(N/N=C/c2ccncc2)c(S(=O)(=O)N2CCCCCC2)c1	-21	-5	2.3	0.0
COCCNC(=O)CCc1c(C)nc2c(-c3ccccc3)c(C)nn2c1C	10	4	-0.6	0.8
Cc1ccc(N2CCN(Cc3nc(-c4ccccn4)no3)C(C)C2)cc1 (stereo unspecified)	8	14	-0.4	-0.1
COc1ccccc1CNS(=O)(=O)c1ccc2c(c1)NC(=O)CC(=O)N2	-5	-10	0.4	0.0
CCCCCOC(=O)C1=C(C)NC2=C(C(=O)CC(C)(C)C2)C1c1cc(OC)c(OC)cc1[N+](=O)[O-] (stereo unspecified)	7	3	-0.5	0.0
O=C(CC1=CCCCC1)NCC1Cc2cc(F)cc(-c3cnccn3)c2O1 (stereo unspecified)	13	6	0.4	0.0
NC(=O)c1ccc(NC(=O)NC2CC(=O)N(c3ccc(F)cc3)C2)cc1 (stereo unspecified)	-2	7	1.0	0.1
Cc1ccccc1Nc1nc(N)nc(CSc2nnc(C(F)(F)F)n2C)n1	11	3	-1.2	0.0
Cc1ccc(C)c(N2CCN(S(=O)(=O)c3cc(C(=O)Nc4ccc(Oc5ccccc5)cc4)ccc3F)CC2)c1	6	-2	2.4	0.1

Part of the list above, showing only GPR151 activ and MITF inh:
Molecule | GPR151 activ | MITF inh
O=[N+]([O-])c1ccc(N/N=C/c2ccncc2)c(S(=O)(=O)N2CCCCCC2)c1 | 2.3 | -21
COCCNC(=O)CCc1c(C)nc2c(-c3ccccc3)c(C)nn2c1C | -0.6 | 10

Random excerpt: four compounds from above
SMILES	MITF inh	TEAD-YAP block	GPR151 activ	FBW7 act
CCCCCOC(=O)C1=C(C)NC2=C(C(=O)CC(C)(C)C2)C1c1cc(OC)c(OC)cc1[N+](=O)[O-] (stereo unspecified)	7	3	-0.5	0.0
NC(=O)c1ccc(NC(=O)NC2CC(=O)N(c3ccc(F)cc3)C2)cc1 (stereo unspecified)	-2	7	1.0	0.1
O=C(N1CCOCC1)N1c2ccccc2Sc2ccccc21	8	2	0.0	0.5
COCCNC(=O)CCc1c(C)nc2c(-c3ccccc3)c(C)nn2c1C	10	4	-0.6	0.8

Next section.
SMILES	MITF inh	TEAD-YAP block	GPR151 activ	FBW7 act
COc1cc(/C=N/NC(=O)C(C)NS(=O)(=O)c2ccc([N+](=O)[O-])cc2)ccc1O (stereo unspecified)	-4	3	2.3	-0.1
CC(=O)NCCc1ccc(S(=O)(=O)N2CCc3ccccc32)cc1	7	9	-0.1	0.1
COc1ccccc1-n1c(CNC(=O)c2ccccc2F)nnc1SCC(=O)N1N=C(c2cccs2)CC1c1ccc(C)cc1 (stereo unspecified)	-7	14	-0.7	0.0
COc1ccccc1-c1coc2cc(OCc3ccc(C)cc3)ccc2c1=O	9	5	-1.0	1.0
Cc1c(C(=O)N2CC(C)CC(C)C2)sc2ncn(CC(=O)N3CCCCC3)c(=O)c12 (stereo unspecified)	8	10	-1.6	0.3
Cc1ccc(NC(=O)COC(=O)c2ccccn2)cc1Cl	21	-2	-0.8	0.0
COCCNC(=S)Nc1ccccc1F	-19	8	-0.7	0.1
CC(=O)c1cccc(-c2cccc(C(=O)Nc3ccc(N4CCOCC4)cc3)c2)c1	8	-10	-0.1	0.0
Nc1nc(CC(=O)NN=C2CCCCCC2)cs1	21	-5	-1.1	-0.9
CC(=O)Nc1c(O)nc(SCC(=O)N2CCOCC2)[nH]c1=O	8	3	-0.6	-0.3
COc1ccc2cc(CCNC(=O)c3ccc(S(=O)(=O)N(C)C)cc3)c(=O)[nH]c2c1	-5	-11	1.9	0.2
Cc1ccc(NC(=O)CCN2C(=O)c3ccncc3C2=O)cc1	-14	-2	1.3	0.1
CCOC(=O)C1CCN(c2ncnc3c2c(-c2ccccc2)cn3-c2ccc(Br)cc2)CC1	9	-15	-1.5	0.8
COc1ccc(-c2nc(CSCC(=O)N3CCCC3)c(C)o2)cc1	10	1	-1.0	-0.2
CC(C)C(NC(=O)c1ccccc1NC(=O)C(Cl)(Cl)Cl)C(=O)NC(C)(C)C (stereo unspecified)	-12	3	-1.1	-0.1
Cc1[nH]c2ccccc2c1C(=O)C(C)OC(=O)c1ccc2ncsc2c1 (stereo unspecified)	-1	-8	0.2	-0.1
COCCOC(=O)C1=C(C)NC2=C(C(=O)CC(c3ccc(OC)c(OC)c3)C2)C1c1ccccc1F (stereo unspecified)	-5	24	0.0	0.0
COC(=O)CSc1nnc(COc2cccc3ccc(C)nc23)n1C	1	7	-1.5	-0.1
Fc1ccc(COC(CN2CCCCC2)CN2CCCCC2)cc1	9	-8	-1.2	1.1
COc1ccc(-c2noc(-c3ccc(Br)cc3)n2)cc1OC	3	-11	-1.7	0.0
COC(=O)C1=C(C(=O)OC)C(C(=O)OC)N2C=Cc3ccccc3C2=C1C(=O)OC (stereo unspecified)	18	5	-0.4	0.0
COCCNCCOc1c(C)cc(Cl)cc1C	40	-4	0.4	-0.1
NS(=O)(=O)c1cccc(NC(=O)COc2ncnc3c2cnn3-c2ccccc2)c1	9	-7	1.8	0.1
COc1ccc(/C=N/NC(=O)C2CCN(c3nonc3N)CC2)cc1OC	-21	-16	0.0	-0.1
CCOC(=O)c1ccc(NN2C(=O)CCC2=O)c([N+](=O)[O-])c1	9	-4	2.2	0.2

Arranged by molar mass (smallest number first): part of the list above
SMILES	MITF inh	TEAD-YAP block	GPR151 activ	FBW7 act
CCOC(=O)c1ccc(NN2C(=O)CCC2=O)c([N+](=O)[O-])c1	9	-4	2.2	0.2
Fc1ccc(COC(CN2CCCCC2)CN2CCCCC2)cc1	9	-8	-1.2	1.1
COc1ccc2cc(CCNC(=O)c3ccc(S(=O)(=O)N(C)C)cc3)c(=O)[nH]c2c1	-5	-11	1.9	0.2

Single records, as listed above. Order of screens: MITF inh	TEAD-YAP block	GPR151 activ	FBW7 act
Cc1ccc(NC(=O)CCN2C(=O)c3ccncc3C2=O)cc1 is listed as -14	-2	1.3	0.1
COCCNCCOc1c(C)cc(Cl)cc1C is listed as 40	-4	0.4	-0.1
COc1ccc(-c2nc(CSCC(=O)N3CCCC3)c(C)o2)cc1 is listed as 10	1	-1.0	-0.2

Additional entries.
SMILES	MITF inh	TEAD-YAP block	GPR151 activ	FBW7 act
COc1ccc(CNC(=O)Cn2c(=O)n(Cc3ccco3)c3ncccc32)cc1	12	-2	1.4	-0.1
CCc1ccc(S(=O)(=O)c2nnn3c2nc(N2CCN(C)CC2)c2sccc23)cc1	0	-15	-0.7	-0.2
Cc1ccc(-c2nc(CCNC(=O)Cc3ccccc3)cs2)cc1	1	-1	0.6	0.0
CC(=O)N1CCc2c(sc(NC(=O)c3ccc(S(=O)(=O)N4CCOCC4)cc3)c2C(N)=O)C1	-11	12	0.8	-0.1
N#Cc1c(N)n(CCNC(=S)Nc2ccccc2)c2nc3ccccc3nc12	-2	4	0.3	0.2
CC(C)CNC(=O)c1cnc2scc(-c3ccccc3Cl)n2c1=O	7	4	-0.4	0.0
CCOC(=O)c1c(NC(=O)CSc2nnc(-c3ccc(F)cc3)o2)sc(C)c1C	6	-2	2.6	0.1
O=C(O)CCCn1c(=O)oc2cc([N+](=O)[O-])ccc21	11	1	-1.7	0.0
COc1ccc(OCCSc2nnc(CCNC(=O)c3ccc(OC)cc3)n2C)cc1	12	10	1.9	-0.5
CC1(C)C2CCC1(C)C(NCC(O)COc1ccc(C#N)cc1)C2 (stereo unspecified)	77*	5	-0.5	-0.2
CCC(CC)C(=O)Nc1ccc(Nc2cc(OC)nc(C)n2)cc1	-4	7	2.5	0.0
C[C@@H]1NC(=O)[C@@H]2C[C@H](NCc3cccc(Cl)c3)CN2C1=O	-10	-5	-1.5	0.0
CSc1ccc(-c2nnn(CC(=O)Nc3ccccc3)n2)cc1	-5	0	0.6	-0.1
NC(=O)c1nn(CC(=O)NCc2ccc(Cl)cc2)c(=O)c2ccccc12	-3	2	0.9	-0.2
COc1ccc(N2CC(C(=O)NCCc3ccccc3)CC2=O)cc1 (stereo unspecified)	-56	-6	0.3	-0.2
CC1CCCN(C(=O)C2CCN(Cc3cccc4ccccc34)CC2)C1 (stereo unspecified)	28	14	-1.7	0.7
CCN(c1ccccc1)c1ncnc2c1cnn2-c1ccc(C)cc1C	10	-9	2.4	0.3
O=C(O)c1cc([N+](=O)[O-])cc([N+](=O)[O-])c1N1CCN(CCO)CC1	17	8	5.3*	0.2
O=c1[nH]c(O)c(C=NCc2ccc(Cl)cc2)c(=O)[nH]1	22	-2	-1.6	0.5
CCCc1nnsc1C(=O)NCC1(c2cccs2)CCCC1	0	-12	1.2	0.0
